EWS-Fli block: inhibitors of EWS/Fli oncoprotein transcriptional activity; 350,000 compounds, 0.67% hits; AID 651661; A673 NR0B1-luciferase reporter, viability-normalised; inhibition, % at 12.6 µM;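 active = mean inhibition of at least 50% after viability correction, with every replicate also passing that limit; inconclusive = mean reaches 50% but only one of two replicates passes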;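 note: firefly luciferase signal divided by Alamar Blue viability fluorescence both relative to DMSO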
CFTR F508del cor: correctors of CFTR F508del function in bronchial epithelial cells; CFBE cells, YFP halide quenching; stimulated with forskolin plus potentiator P3; % fluorescence drop versus neutral controls; activity (quench increase), % at 7.58 µM; 350,000 compounds, 0.36% hits; AID 720511;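 active = mean added fluorescence quench of at least 8% versus neutral control, with both replicates also reaching 8%; inconclusive = only one of the mean or replicate conditions met; inactive = mean below 8% and not both replicates reaching 8%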;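 note: cells transiently co-express mutant CFTR-F508del with the halide-sensitive YFP; corrector assay measuring rescue of mutant channel to the surface after 24 h compound exposure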
INS-1E GSIS act: GLuc luminescence reporter in INS-1E cells, primary screen for activators of glucose-dependent secretion of insulin. INS-1E GLuc reporter insulin secretion, 2-3 h. activation, % at 16.6 µM. 370,000 compounds, 0.61% hits. AID 743287;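 active = lowest replicate activation of at least 40%, so every replicate reaches that level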;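 note: 0% = median of neutral control wells and 100% = median of IBMX positive control wells; some compounds called inactive have numbers as strong as hits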
miR-122 sensor: blocks miR-122 activity in Huh7 sensor cells | AID 602342 | Huh7 miR-122 Renilla luciferase sensor, 48 h; neutral wells = 0, positive control = 100 | activation (reporter increase), % at 12.5 µM | 340,000 compounds, 0.3% hits;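 active = mean replicate activation score at least 90 and every replicate individually at or above 90; inconclusive = only one of the two criteria met; inactive = neither criterion met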;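 note: higher luciferase means less miR-122 activity so hits act as miR-122 inhibitors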
PAX8 reporter: inhibitors of PAX8 transcriptional activity in RMG-I cells | RMG-I TPO-luciferase reporter, SteadyGlo, 24 h | inhibition, % at 12.6 µM | 360,000 compounds, 1.2% hits | AID 652154;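 active = mean replicate inhibition at least 60% with every replicate also reaching 60%; inconclusive = only one of the two criteria is met; inactive = mean below 60% and not all replicates reaching 60%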;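 note: luciferase light reporting Pax8 driven TPO promoter activity; plate controls were median of neutral control wells for no effect and mitoxantrone controls for full effect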
DENV2 CPE rescue: inhibitors of DENV2 cytopathic effect | 350,000 compounds, 1.7% hits | AID 651640 | DENV2-infected cells, cytopathic effect rescue, plate reader | CPE inhibition, % at 9.99 µM; in the data active = CPE inhibition above about 20%, passing the limit was not always enough; inconclusive = no clear call, values can overlap the other calls; tested in BHK-21 cells;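 note: 0% = median of neutral control wells and 100% = median of positive control wells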
FN deposition inh: fibronectin deposition inhibition; AH1F fibroblasts, Alexa488-fibronectin deposition fluorescence, overnight; inhibition, % at 12.6 µM; 350,000 compounds, 0.086% hits;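 active = mean inhibition across replicates of 30% or more, regardless of how many single replicates reach that level; inconclusive = mean under 30% yet at least half of replicates reach 30%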;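 note: positive control wells lacked labelled fibronectin entirely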
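Assay system: AH1F fibroblast monolayer, labelled fibronectin deposition. Amount: 10000 cells per well. Also added: labelled fibronectin 24 nM. Compound: single-point pinned compound. Incubation: cell attachment 1 h, compound and FN exposure overnight. Detection: fluorescence after three HBSS washes, excitation 485 nm, emission 525 nm. Read-out: inhibition of fibronectin deposition signal.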
* hit, by the source's call; ? = inconclusive; / = no result given; [ ] = dose if it differs, or a comment.

entry	mol	EWS-Fli block	CFTR F508del cor	INS-1E GSIS act	miR-122 sensor	PAX8 reporter	DENV2 CPE rescue	FN deposition inh
1	COCC(=O)N1C[C@H](C)[C@H](OC)CN(C)C(=O)c2cc(NC(=O)c3cnccn3)ccc2OC[C@H]1C	5	4.8	19	/	-11	10	-8
2	O=C(O)CCC(=O)N1N=C(c2c(-c3ccccc3)c3cc(Cl)ccc3[nH]c2=O)CC1c1ccccc1 (stereo not drawn)	-6	-4.1	-1	/	-22	-1	0
3	C[C@@H](NC(=O)C[C@@H]1CC[C@H](NC(=O)C2CCC2)[C@H](CO)O1)c1ccccc1	-6	-0.4	14	/	-15	7	/
4	CC1=C(C(=O)O)N2C(=O)C(NC(=O)c3nn(C)cc3[N+](=O)[O-])C2SC1 (stereo not drawn)	-12	-0.3	3	-1	3	-1	-4
5	Cn1c(SCC(=O)N2CCN(C(=O)c3ccco3)CC2)nnc1-c1ccc(NS(C)(=O)=O)cc1	4	0.0	18	0	-8	1	0
6	C[C@@H]1CN([C@@H](C)CO)C(=O)c2cc(NS(=O)(=O)c3ccccc3)ccc2O[C@@H]1CN(C)Cc1ccc2c(c1)OCO2	-6	0.1	7	15[16.7 µM]	-8	-10	7
7	CCN(CC)CCSc1nc2ccccc2n1Cc1ccccc1	3	/	/	2	-16	11	6
8	Cc1cc(C)c2[nH]c(=O)c(CN(CC3CCCO3)C(=S)NCc3ccco3)cc2c1 (stereo not drawn)	9	-3.1	-35	/	8	-6	-1
9	COCc1cn(CC[C@H]2CC[C@H](NC(=O)Nc3ccc4c(c3)OCO4)[C@H](CO)O2)nn1	0	-2.0	21	/	1	0	7
10	OC(CSc1ccccc1)CN1CCN(c2ccc(Cl)cc2)CC1 (stereo not drawn)	-6	-3.7	-35	-7	2	?	-4
11	COc1ccc(/C=C2\CCc3ccccc3C2=O)cc1O	-7	1.0	-8	8	-60	-1	2
12	CC(C)N(Cc1cnn(C)c1)Cc1nc(COc2ccccc2)no1	1	0.2	-5	-1	-2	-5	2
13	COC(=O)N/N=C/c1cc(OC)c(O)c([N+](=O)[O-])c1	/	/	13	/	5	/	8
14	O=C(NC(CC(=O)N1CCN(c2ccc([N+](=O)[O-])cc2)CC1)c1ccccc1)c1ccccc1Cl (stereo not drawn)	-3	-0.9	-4	/	3	-7	2
15	COc1ccc2c3c([nH]c2c1)[C@H](CO)N(C(=O)c1ccncc1)CC31CCN(Cc2cccnc2)CC1	-27	0.8	13	/	/	-6	/
16	CCOCCCN1CC(C(=O)NCc2ccc3c(c2)OCO3)CC1=O (stereo not drawn)	-5	0.8	11	-6	-1	/	-4
17	Cc1cc(/N=C/C=C2/N(C)c3ccccc3C2(C)C)n(CCC#N)n1	4	3.1	7	-6	/	2	1
18	CC(=O)Nc1nc(CC(=O)c2ccccc2)cs1	0	1.8	-5	3	-13	6	0
19	C[C@H]1CN([C@@H](C)CO)C(=O)c2cccc(NS(=O)(=O)c3ccc(Cl)cc3)c2O[C@@H]1CN(C)S(=O)(=O)c1ccccc1	-9	-0.3	-11	-7[16.7 µM]	18	3	/
20	Cc1ccc(CNC(=O)c2ccc(-n3cccc3)cc2)cc1	2	-0.5	-9	/	-17	-1	/
21	O=C(C[C@@H]1CC[C@@H]2[C@H](COC[C@@H](O)CN2C(=O)C2CCCC2)O1)NCc1ccncc1	3	2.9	12	1[16.7 µM]	-13	4	-6
22	O=C(c1cc(-c2ccc(O)cc2)on1)N1CCCCCC1	-109	0.3	-5	/	-247	4	-7
23	CCc1ccc(C(=O)NC(CCSC)C(=O)OC)cc1 (stereo not drawn)	-7	0.2	5	-6	-4	5	4
24	CCNC(=O)c1ccc(NS(=O)(=O)c2ccc3[nH]c(=O)[nH]c3c2)cc1	2	1.0	15	-7	2	2	/
25	CCCC#Cc1cnc2c(c1)C(=O)N([C@@H](C)CO)C[C@H](C)[C@@H](CN(C)C(=O)c1cccc(F)c1)O2	43	2.4	7	3[16.7 µM]	31	2	/
26	CC(C)NC(=O)N(C)C[C@H]1Oc2c(NS(=O)(=O)c3ccc(F)cc3)cccc2C(=O)N([C@H](C)CO)C[C@H]1C	-6	-2.0	0	-4[16.7 µM]	7	3	5
27	CCOc1cccc2cc(C(=O)N3CCOCC3)c(=O)oc12	/	-1.8	2	-3	12	-1	4
28	CCN(CC)S(=O)(=O)c1ccc2c(c1)N(CC(=O)Nc1ccc(NC(C)=O)cc1)C(=O)CO2	-6	1.4	-2	9	0	-1	-1
29	CC(C)(C)c1nc(Sc2ncccc2[N+](=O)[O-])n[nH]1	-4	0.0	/	/	-7	-2	-10
30	C/C(Cn1nnc([N+](=O)[O-])n1)=N\NC(=O)c1ccncc1	3	3.3	8	/	-3	-8	/

Given with values under each structure: entries from further up.
Each structure is followed by: EWS-Fli block, CFTR F508del cor, INS-1E GSIS act, miR-122 sensor, PAX8 reporter, DENV2 CPE rescue, FN deposition inh
(6) C[C@@H]1CN([C@@H](C)CO)C(=O)c2cc(NS(=O)(=O)c3ccccc3)ccc2O[C@@H]1CN(C)Cc1ccc2c(c1)OCO2
  -6, 0.1, 7, 15[16.7 µM], -8, -10, 7
(28) CCN(CC)S(=O)(=O)c1ccc2c(c1)N(CC(=O)Nc1ccc(NC(C)=O)cc1)C(=O)CO2
  -6, 1.4, -2, 9, 0, -1, -1
(29) CC(C)(C)c1nc(Sc2ncccc2[N+](=O)[O-])n[nH]1
  -4, 0.0, /, /, -7, -2, -10
(27) CCOc1cccc2cc(C(=O)N3CCOCC3)c(=O)oc12
  /, -1.8, 2, -3, 12, -1, 4
(20) Cc1ccc(CNC(=O)c2ccc(-n3cccc3)cc2)cc1
  2, -0.5, -9, /, -17, -1, /
(7) CCN(CC)CCSc1nc2ccccc2n1Cc1ccccc1
  3, /, /, 2, -16, 11, 6

Following part.
entry	mol	EWS-Fli block	CFTR F508del cor	INS-1E GSIS act	miR-122 sensor	PAX8 reporter	DENV2 CPE rescue	FN deposition inh
31	CN1C(=O)c2cc(NC(=O)c3cccc(C(F)(F)F)c3)ccc2OC[C@@H]2O[C@H](CC(=O)O)CC[C@@H]21	2	/	-10	/	-2	?	-26
32	O=C(NNC(=O)c1cc(F)c(F)cc1Cl)c1ccc(NS(=O)(=O)c2cccs2)cc1	-2	0.1	-4	-14	-11	-4	2
33	Cc1c(Cl)cccc1NC(=O)Nc1ccc(C(=O)N2CCCC2)cc1	/	/	-24	/	-44	/	1
34	CC1CC(C)CN(CCCNC(=O)CN2C(=O)CSc3ccc(S(=O)(=O)N4CCOCC4)cc32)C1 (stereo not drawn)	/	-0.4	-2	-2	-7	-1	-9
35	O=C(CC1CCCC1)N[C@H](C(=O)N1CCC[C@H]1C(=O)NC1CCCC1)c1ccccc1	5	0.8	-6	/	-8	-10	-5
36	C[C@H]1CN([C@@H](C)CO)C(=O)Cc2cc(NC(=O)Nc3ccc(C(F)(F)F)cc3)ccc2O[C@@H]1CN(C)C(=O)Nc1ccc(F)cc1	-7	1.5	-3	3[16.7 µM]	-5	-2	/
37	O=C(CCS(=O)(=O)c1ccccc1F)Nc1ccc(N2CCN(Cc3ccccc3)CC2)cc1	8	0.1	24	/	-27	6	16
38	C[C@@H]1CN([C@@H](C)CO)C(=O)Cc2cc(NC(=O)Nc3ccc(C(F)(F)F)cc3)ccc2O[C@@H]1CN(C)C(=O)Nc1ccc(F)cc1	6	4.3	-9	1[16.7 µM]	32	16	/
39	CCN1[C@@H]2c3ccc(-c4ccccc4OC)c(=O)n3C[C@H]1[C@H](CO)[C@H]2C(=O)NCc1ccccn1	-3	-0.7	12	-6[16.7 µM]	/	6	6
40	CCCc1cc(=O)[nH]c(SCC(=O)N2CC3(C)CC2CC(C)(C)C3)n1 (stereo not drawn)	6	-0.1	20	-9	5	-9	-1
41	COc1cccc(C(=O)N[C@H](C(=O)N2CCC[C@H]2C(=O)NCCc2ccccc2Cl)c2ccccc2)c1	-10	-4.3	/	/	-11	-5	11
42	C[C@H](CO)N1C[C@H](C)[C@H](CN(C)C(=O)NC2CCCCC2)Oc2ccc(NC(=O)Cn3cnnn3)cc2C1=O	-5	3.2	24	0[16.7 µM]	/	99*	-7
43	O=C(CN1CCOCC1)N[C@@H]1CC[C@H](CCNC(=O)C2CCC2)O[C@H]1CO	5	-0.4	1	1[16.7 µM]	7	-5	-5
44	C[C@]12c3[nH]c4ccc(Cl)cc4c3CCN1C(=O)[C@@H](CC(=O)NCCC1=CCCCC1)C[C@@H]2C(=O)N1CCOCC1	5	3.6	-27	-12	22	-7	-4
45	C[C@@H]1CN([C@@H](C)CO)C(=O)c2cc(C#CC3(O)CCCC3)cnc2O[C@@H]1CN(C)S(=O)(=O)c1ccccc1	-10	-0.9	12	0[16.7 µM]	-17	6	/
46	CCCC(NC(=O)CCl)c1ccccc1 (stereo not drawn)	0	/	6	-6	10	2	4
47	CNC(=S)N(CCc1c(C)[nH]c2ccccc12)Cc1cccnc1	7	1.9	41	-1	11	8	3
48	Cc1cccc(-c2ccc([C@@H]3[C@H](CO)N4CCCCN(C(=O)c5ccncc5)C[C@@H]34)cc2)c1	-9	-0.1	-6	6[16.7 µM]	-15	18	/
49	COc1ccc(N(CC(=O)NCCSc2ccccn2)S(=O)(=O)c2ccccc2)cc1Cl	/	3.6	-26	6	15	-6	0
50	CCNC(=O)C[C@@H]1CC[C@@H](NC(=O)C2CCC2)[C@@H](CO)O1	0	2.2	22	/	/	5	-4
51	Cc1cccc(S(=O)(=O)N2CCCCN3[C@H](C2)[C@H](c2ccc(C#CC(C)C)cc2)[C@@H]3CO)c1	8	-7.8	-5	4[16.7 µM]	18	-8	/
52	COc1ccc(OC)c(C2C(C(=O)c3ccco3)=C(O)C(=O)N2Cc2cccnc2)c1 (stereo not drawn)	2	-3.0	50	-6	-11	7	-8
53	COc1ccc(-c2ccc(SCC(=O)c3cccs3)nn2)cc1	-14	-2.7	2	/	-45	6	-18
54	CO[C@H]1CC[C@H]2CCN(C)C(=O)[C@H](C)[C@H](OC)CN(C)C(=O)c3cc(C#N)ccc3OC[C@H]1O2	3	-1.8	15	/	-16	4	5
55	N/C(=N\OC(=O)CCc1ccccc1)c1ccc(Br)cc1	-44	2.2	8	-1	/	-6	/
56	Cc1noc(C)c1S(=O)(=O)Nc1cccc2c1O[C@H](CN(C)Cc1ccc3c(c1)OCO3)[C@H](C)CN([C@@H](C)CO)C2=O	-5	0.7	14	1[16.7 µM]	/	?	/

Screens as filed in PubChem.
